# HepG2 tox: qHTS for Inhibitors of TGF-b: Cytotox Counterscreen; HepG2 CAGA-GFP viability, ATP luminescence, 18 h; Potency, µM (doses to about 46.1 µM), for inactives: at the top dose activity change, negative = cytotoxicity, usual class: cytotoxic; hit rate 0.76% among 410,000; further: some results filed as inactive show a strong effect at the top dose
#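 HepG2 CAGA-GFP cells (1000/well, DMEM with 1% FBS) received compound, then TGF-beta at 500 pg/mL final, and were incubated 18 hours at 37 degrees C. Viability was read by CellTiter-Glo luminescence. Media-only wells were set as complete cell-killing and DMSO as no toxicity.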
# A549 viability: Nrf2 qHTS screen for inhibitors: counterscreen for cytotoxicity. Potency, µM (doses to about 46 µM), for the others: at the top dose activity change, negative = cytotoxicity, usual class: inhibitors. A549 ARE-Fluc cells, CellTiter-Fluor viability, 18-24 h. hit rate 0.16% among 390,000; further: on the % scale 0 is the no-effect control and ±100 the full control effect
#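 A549 ARE_Fluc cells in 5% FBS OPTI-MEM were exposed to compounds in concentration-response for 18-24 h at 37 deg C. Viability was read by CellTiter-Fluor fluorescence (Ex 405/Em 525) after 30 min, before the luciferase read.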
# ATXN viability: Viability Counterscreen for Primary qHTS for Inhibitors of ATXN expression; hit rate 0.49% among 400,000; S2 cells (HEK-293 line with an ATXN2-luciferase reporter) viability, CellTiter-Fluor protease fluorescence, 24 h; Potency, µM (highest dose often 56.7 µM), hits mostly cytotoxic; further: nearly all actives have a fitted effect of over 40% in size
# MCF10A rereplic: A quantitative high throughput screen for small molecules that induce DNA re-replication in MCF 10a normal breast cells; AID 624296, 2012; hit rate 2.9% among 350,000; MCF 10A DNA re-replication, Hoechst nuclear intensity, 48 h; Potency, µM (series often up to 46.1 µM), for the others: top-dose activity, positive = re-replication, most hits filed as activators; further: % of control where 0% means no effect; nearly all actives have a fitted effect of over 50% in size
# Nrf2 block: Nrf2 qHTS screen for inhibitors; A549 ARE-Fluc reporter, luciferase luminescence, 18-24 h; hit rate 2.1% among 360,000; AID 504444, 2011; Potency, µM (highest dose often 46 µM), for inactives: top-dose activity change, negative = inhibition, most hits filed as inhibitors; further: on the % scale 0 is the no-effect control and ±100 the full control effect; nearly all actives have a fitted effect of over 60% in size
#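 Two sequential reads on A549 ARE_Fluc cells exposed to compound for 18-24 h: a CellTiter-Fluor fluorescence read for viability, then a luciferase luminescence read for Nrf2/ARE activity.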
# EPAC2 antagonist: qHTS for Antagonist of cAMP-regulated guanine nucleotide exchange factor 2 (EPAC2): primary screen; Rap guanine nucleotide exchange factor 4 (Homo sapiens), Q8WZA2; EPAC2 GEF exchange of Rap1B-BODIPY-GDP, fluorescence; Potency, µM (top dose mostly 114 µM), without a hit: at the top dose activity, negative = inhibition, hits mostly inhibitors; hit rate 0.18% among 360,000; AID 720708, 2013; further: on the % scale 0 is the no-effect control and ±100 the full control effect; nearly all actives have a fitted effect of over 45% in size; many of its hits are not listed in these tables
# Target sequence (Q8WZA2 whole entry, looked up): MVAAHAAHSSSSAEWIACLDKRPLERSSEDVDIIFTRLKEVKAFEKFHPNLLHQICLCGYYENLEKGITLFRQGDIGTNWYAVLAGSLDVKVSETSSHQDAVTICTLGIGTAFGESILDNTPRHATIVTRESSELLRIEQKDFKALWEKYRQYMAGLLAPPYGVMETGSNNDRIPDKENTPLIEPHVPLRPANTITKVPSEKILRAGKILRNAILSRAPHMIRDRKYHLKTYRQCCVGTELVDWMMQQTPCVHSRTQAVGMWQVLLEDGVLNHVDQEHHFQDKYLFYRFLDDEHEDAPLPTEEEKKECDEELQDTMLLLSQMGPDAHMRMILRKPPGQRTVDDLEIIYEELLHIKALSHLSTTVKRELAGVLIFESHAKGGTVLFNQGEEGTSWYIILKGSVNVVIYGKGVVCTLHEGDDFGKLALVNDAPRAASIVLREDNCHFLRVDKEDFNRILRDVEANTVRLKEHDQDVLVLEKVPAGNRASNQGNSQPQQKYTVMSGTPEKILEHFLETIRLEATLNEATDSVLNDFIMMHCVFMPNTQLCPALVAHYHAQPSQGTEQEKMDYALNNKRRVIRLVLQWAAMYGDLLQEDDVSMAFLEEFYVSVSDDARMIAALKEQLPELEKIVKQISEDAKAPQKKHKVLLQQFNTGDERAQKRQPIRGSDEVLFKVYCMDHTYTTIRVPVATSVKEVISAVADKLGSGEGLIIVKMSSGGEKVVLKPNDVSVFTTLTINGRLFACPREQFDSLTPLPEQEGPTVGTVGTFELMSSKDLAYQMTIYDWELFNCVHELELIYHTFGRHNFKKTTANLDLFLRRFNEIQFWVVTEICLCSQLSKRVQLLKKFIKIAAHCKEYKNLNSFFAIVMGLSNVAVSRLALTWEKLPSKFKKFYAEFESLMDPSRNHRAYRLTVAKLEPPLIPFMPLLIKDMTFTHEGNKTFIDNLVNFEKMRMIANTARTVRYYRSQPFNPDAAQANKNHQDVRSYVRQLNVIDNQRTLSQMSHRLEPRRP
# ATXN2 expr inh: Primary qHTS for Inhibitors of ATXN expression | HEK-293 ATXN2-luciferase reporter, luminescence, 24 h | Potency, µM (highest dose often 57 µM), without a hit: top-dose activity change, negative = inhibition, usual class: inhibitors | hit rate 0.72% among 360,000 | AID 1745845, 2022; further: on the % scale 0 is the no-effect control and ±100 the full control effect; nearly all actives have a fitted effect of over 55% in size
#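 qHTS (up to 57 uM final) was run with 24 h compound exposure of reporter cells at 37 °C. Each well was multiplexed: SteadyGlo luminescence measured ATXN2-luciferase expression after a fluorogenic Gly-Phe-AFC viability readout (25 uM final).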
# Nrf2 ARE act: qHTS of Nrf2 Activators; AREc32 ARE-luciferase reporter (MCF7-derived line), luminescence, 24 h; Potency, µM (titrated, usually from 46.1 µM), for the others: at the highest dose activation, usual class: activators; hit rate 0.31% among 410,000; AID 624171, 2012; further: % of control where 0% means no effect; nearly all actives have a fitted effect of over 65% in size
#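 Quantitative high-throughput format: AREc32 reporter cells, 1000 per well, received compound by pin transfer and were incubated 24 hr at 37 deg C, 5% CO2, before Steady-Glo luminescence detection.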
# TGFb SMAD3 inh: qHTS for Inhibitors of TGF-b; HepG2 CAGA-GFP TGF-b/SMAD3 reporter, GFP fluorescence, 18 h; TGF-beta stimulated, 500 pg/mL final; AID 588855, 2011; Potency, µM (series often up to 46.1 µM), without a hit: at the highest dose activity, negative = inhibition, usual class: inhibitors; hit rate 1.2% among 410,000; further: on the % scale 0 is the no-effect control and ±100 the full control effect; nearly all actives have a fitted effect of over 65% in size
#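 HEPG2 CAGA-GFP cells (1000/well, DMEM with 1% FBS) were pre-incubated 2 h at 37 degrees C, given compound by pin tool, then stimulated with TGF-beta at 500 pg/mL final for 18 h before per-cell GFP fluorescence imaging.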
# * marks the source's active call; other numbers are inactive results; i = inactive; ? = inconclusive; nt = not tested or not shown; [ ] = dose if it differs, or a comment. The call rests on the fitted dose curve; in most records, active means well fitted curve in the direction sought with a large enough effect; inconclusive means small, poorly fitted or top-dose-only effect, or another doubt; inactive means no such curve, though single readings can be large; an effect the other way counts as inactive or inconclusive. Potency means the concentration at half of the fitted maximal effect. Only part of the results is shown, so the mix of outcomes need not match the whole.
# Every second line gives: HepG2 tox | A549 viability | ATXN viability | MCF10A rereplic | Nrf2 block | EPAC2 antagonist | ATXN2 expr inh | Nrf2 ARE act | TGFb SMAD3 inh
Cc1ccccc1OCC(=O)N/N=C/c1cccc(Oc2ccc([N+](=O)[O-])cc2[N+](=O)[O-])c1
  -1% | -19% | ? | 19% | ? | 15% | -25% | ? | ?
CC(=O)Nc1cccc2ncccc12
  0% | 2% | i | -1% | -2% | 0% | 8% | 3.5% | -13%
C/C(CC(=O)Nc1ccccc1[N+](=O)[O-])=N\NC(=O)COc1ccccc1C
  -16% | -3% | i | -1% | -14% | -5% | -4% | 4.4% | -10%
Clc1cccc(Cl)c1Cn1nnc(N2CCCC2)n1
  -15% | 3% | i | 0% | 29% | -12% | 32% | 3.9% | 0%
CC1(C)CC(=O)C=C(Nc2ccc3c(c2)CCC3)C1
  -3% | 3% | ? | 1% | -14% | 1% | nt | 0.0% | 0%
C/C(CC1(O)/C(=N/O)CCc2nonc21)=N\O (configuration not stated)
  4% | -2% | i | ? | 18% | 11% | 1% | -0.2% | -16%
CCc1ccc2c(c1)NC(c1ccc(C)cc1)=NC(c1cccs1)=N2
  -93% | -28% | i | nt | -6% | nt | 0% | 9.6% | ?
COCCNC(=O)Cc1c(C)c2c(cc(C)c3c(C(C)(C)C)coc32)oc1=O
  -27% | ? | i | 5.8µM* | 3% | -14% | 11% | 0.4% | -29%
O=C(/C=C/c1ccc(N2CCCCC2)c([N+](=O)[O-])c1)c1ccc(S(=O)(=O)N2CCCC2)cc1
  -1% | -6% | ? | 7% | -7% | -2% | -17% | 2.4% | -26%
COCC(C)n1c(SCc2nc(N)nc(Nc3ccccc3C)n2)nc2ccccc2c1=O (configuration not stated)
  -5% | 10% | i | 24% | -9% | 12% | -3% | 0.3% | 29%
CCOC(=O)N1CCN(C(=O)CN(C)S(=O)(=O)c2ccc(OC)c(OC)c2)CC1
  3% | 4% | i | 3% | -9% | 7% | -5% | -0.4% | 25%
N#CC1CC(c2ccccc2)Nc2cc(Cl)ccc2N1 (configuration not stated)
  -84% | -10% | ? | ? | ? | 12% | nt | 3.6% | ?
Nc1ccc(C(=O)Nc2ccc3nc(-c4ccncc4)[nH]c3c2)cc1
  -1% | -7% | i | -1% | -12% | ? | -6% | 0.4% | -16%
CCN(CC)S(=O)(=O)c1ccc(N2CCCC2)c(NC(=O)Cc2c(F)cccc2Cl)c1
  17% | -20% | i | -5% | 1% | -4% | 2% | 0.4% | 10%
O=C1NC(=S)SC1=Cc1cc(Br)ccc1O
  0% | -21% | ? | ? | 7% | 79µM* | -12% | 14% | 23%
COc1cc(NC(=O)c2cc(-c3ccccc3O)no2)cc(OC)c1OC
  -20% | -5% | ? | nt | -10% | nt | ? | -0.3% | -11%
Cc1nc2oc3c(NCc4ccccn4)ncnc3c2c2c1COC(C)(C)C2
  -6% | 11% | i | 5% | 2% | -1% | -11% | -0.3% | -10%
CCCOc1ccc(C(CC(=O)O)NC(=O)c2cccs2)cc1 (configuration not stated)
  -10% | 10% | i | 15% | -7% | -2% | 2% | -0.7% | 33%
O=C(OC(C(=O)Nc1cccc(C(F)(F)F)c1)c1ccccc1)C1CCCCC1 (configuration not stated)
  -23% | -2% | i | -2% | 4% | -7% | -8% | 2.0% | ?
Nc1ncc(S(=O)(=O)Nc2ccc(OC(F)(F)F)cc2)cn1
  -8% | -1% | nt | nt | nt | nt | nt | 5.5% | -2%
CSc1ccc2[nH]c(=O)cc(C)c2c1
  2% | -3% | i | 15% | -23% | 1% | 8% | 2.0% | -6%
COc1cc(CNC2CCCCCC2)cc(OC)c1O
  -6% | -4% | i | -4% | 6% | 5% | -6% | 0.2% | 27%
Cc1ccc(OCc2nc3ccccc3[nH]2)cc1
  -6% | 5% | i | 2% | ? | -11% | 6% | -1.1% | -5%
Cc1cc(=O)oc2cc(NC(=O)Cc3ccccc3)ccc12
  -18% | 4% | i | 0% | ? | 1% | 14% | 4.3% | -26%
CC1CCCN(S(=O)(=O)c2ccc3[nH]c4c(c3c2)CCCC4)C1 (configuration not stated)
  -26% | 5% | i | ? | -8% | ? | -7% | 0.4% | ?
O=C(COc1ccc2ccccc2c1Br)N1CCCCC1
  -9% | 3% | i | 0% | ? | ? | 60%[activator] | 2.7% | -16%
O=C(Cc1n[nH]c(=O)c2ccccc12)N/N=C/c1cc2c(cc1Cl)OCO2
  0% | 1% | i | 18µM* | ? | 10% | -6% | 2.5% | -17%
Cc1ccc(S(=O)(=O)N2CCOCC2)c2nsnc12
  -7% | 0% | i | 1% | 1% | -4%[57.1 µM] | -14% | -0.6% | -26%
COc1cccc(-c2ccc3ncnc(NCc4cc(C)cs4)c3c2)c1
  -36% | 0% | ? | 38% | -23% | -1% | 5% | -2.8% | -21%
CCC(NC(=O)c1cccc(Cn2nc(C)c([N+](=O)[O-])c2C)c1)c1ccc(C(C)C)cc1 (configuration not stated)
  -1% | -1% | i | 4% | 21% | -4% | 4% | -0.1% | -7%
CCN(CC)C(=O)CSc1nc2c(c(-c3cccnc3)c1C#N)CCCC2
  -1% | -5% | i | -9% | -21% | 5% | -1% | -0.3% | -10%
O=C(OCC#CCSc1nnc(-c2cccc3ccccc23)o1)c1cc2ccccc2o1
  -1% | -4% | i | 5% | 0% | 1% | 5% | -0.4% | 2%
Cc1cc(C)cc(N2C(=O)C3NN=C(C(=O)OCc4ccccc4)C3C2=O)c1 (configuration not stated)
  -9% | 1% | i | 0% | -3% | -7% | -8% | -1.6% | -7%
CNC1(c2nnnn2-c2c(C)cccc2C)CCOC(C)(C)C1 (configuration not stated)
  -88% | 2% | i | 1% | -3% | 5% | 2% | -0.1% | -3%
CC(=O)c1cccc(N(C(=O)c2ccco2)C(C(=O)NC2CCCC2)c2ccccc2F)c1 (configuration not stated)
  2% | -5% | i | 7% | -11% | -3% | 86%[activator] | 0.5% | 3%
O=C(NC1CCCc2ccccc21)C1CCN(S(=O)(=O)c2cccc3nonc23)CC1 (configuration not stated)
  -25% | 1% | i | 3% | nt | 19% | -13% | -0.1% | 0%
CCOc1ccc2[nH]c(=O)c(CN(CCN3CCOCC3)Cc3nnnn3C(C)(C)CC)cc2c1
  -15% | 9% | i | 1% | 9% | -4% | -5% | 1.7% | -8%
COc1cccc(/C(C)=N/N=C(\C)c2cccc(OC)c2)c1
  -50% | 16% | i | 0% | ? | -19% | 58%[activator] | 4.6% | ?
Cc1cccc(OCC(=O)NNC(=O)Nc2cccc(Cl)c2)c1C
  -1% | -4% | ? | -5% | -16% | -4% | -16% | 0.1% | 1%
Cc1oc2cc3oc(=O)c(CCC(=O)NCCCn4ccnc4)c(C)c3cc2c1C
  -24% | 1% | i | -13% | -22% | -2% | -15% | 2.9% | ?

# Record cards, as listed above.
# `CCOC(=O)N1CCN(C(=O)CN(C)S(=O)(=O)c2ccc(OC)c(OC)c2)CC1` as listed: HepG2 tox: 3%; A549 viability: 4%; ATXN viability: i; MCF10A rereplic: 3%; Nrf2 block: -9%; EPAC2 antagonist: 7%; ATXN2 expr inh: -5%; Nrf2 ARE act: -0.4%; TGFb SMAD3 inh: 25%
# `COCCNC(=O)Cc1c(C)c2c(cc(C)c3c(C(C)(C)C)coc32)oc1=O` as listed: HepG2 tox: -27%; A549 viability: ?; ATXN viability: i; MCF10A rereplic: 5.8µM*; Nrf2 block: 3%; EPAC2 antagonist: -14%; ATXN2 expr inh: 11%; Nrf2 ARE act: 0.4%; TGFb SMAD3 inh: -29%
# `CCc1ccc2c(c1)NC(c1ccc(C)cc1)=NC(c1cccs1)=N2` as listed: HepG2 tox: -93%; A549 viability: -28%; ATXN viability: i; MCF10A rereplic: nt; Nrf2 block: -6%; EPAC2 antagonist: nt; ATXN2 expr inh: 0%; Nrf2 ARE act: 9.6%; TGFb SMAD3 inh: ?

# (listing goes on)
# Every second line gives: HepG2 tox | A549 viability | ATXN viability | MCF10A rereplic | Nrf2 block | EPAC2 antagonist | ATXN2 expr inh | Nrf2 ARE act | TGFb SMAD3 inh
CC(C)(C)c1cc(C(=O)NCCCn2ccnc2)cc(C(C)(C)C)c1
  -32% | -20% | i | -10% | -15% | -11% | nt | -0.3% | 0%
CCOC(=O)CN1C(=O)N[C@@H](c2cccc(C(F)(F)F)c2)[C@H](C(C)=O)[C@H]1C
  3% | -1% | i | -1% | 5% | -9% | 12% | 0.2% | 2%
Cc1cc(F)ccc1S(=O)(=O)Nc1ccccc1C(=O)Nc1ccccc1-c1nc2ccccc2[nH]1
  7.9µM* | 23µM* | nt | 3.7µM* | 4.1µM* | -2% | ? | -2.3% | ?
O=C1CN(C(=O)c2ccc(S(=O)(=O)N3CCCC3)cc2)C(c2ccccc2)c2cc(F)ccc2N1 (configuration not stated)
  -93% | 6% | i | nt | -6%[9.27 µM] | nt | -2% | 0.3% | -5%
COC(=O)C(NC(=O)C(NC(=O)c1ccccc1)C(C)C)C(C)C (configuration not stated)
  -2% | nt | i | -2% | 11% | 7% | 9% | 0.1% | -20%
COc1ccc(-c2cnn3c(N)c(S(=O)(=O)C(C)(C)C)cnc23)cc1
  -18% | -13% | i | 15% | -3% | -12% | 1% | 2.3% | 2%
COc1ccc(NC(=O)NCc2ccco2)c(OC)c1
  -1% | 1% | i | 3% | 8% | 3% | 0% | -0.2% | 10%
Cc1[nH]c(=O)nc2c1CCC2
  5% | 3% | i | -4% | 8% | -7% | nt | 2.5% | 5%
NC(=O)CC(NC(=O)c1ccc(Br)cc1)c1ccc(N2CCCCCC2)c([N+](=O)[O-])c1 (configuration not stated)
  -13% | ? | ? | ? | ? | -11% | ? | 3.0% | ?

# Screening data as filed in PubChem.
